# Screens (PubChem BioAssay)
# Vif inh: HIV Vif inhibition; HEK293T cells, Vif self-association by quenched fluorescence, imaging, 24 h; inhibition, % at 7.49 µM; actives 0.35% (n = 340,000); in the data active = inhibition above about 50%, passing the limit was not always enough; inconclusive = no clear call, values can overlap the other calls; inactive = below about 31%; also: some results filed as inactive read as strong as hits
# NR2E3 ag-1: activates human photoreceptor nuclear receptor NR2E3 | GST-NR2E3/biotin-RetCOR TR-FRET, 1536-well | actives 0.12% (n = 320,000) | AID 2300 | inhibition of corepressor binding, % at 4.78 µM | Q9Y5X4;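 active = percent inhibition above the cutoff of mean plus 3 SD of all tested compounds, set per screening campaign, cut at about 20% in these data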;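 also: 0% = DMSO wells and 100% = biotin wells as full block of FRET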
# Target sequence (Q9Y5X4 whole entry, looked up): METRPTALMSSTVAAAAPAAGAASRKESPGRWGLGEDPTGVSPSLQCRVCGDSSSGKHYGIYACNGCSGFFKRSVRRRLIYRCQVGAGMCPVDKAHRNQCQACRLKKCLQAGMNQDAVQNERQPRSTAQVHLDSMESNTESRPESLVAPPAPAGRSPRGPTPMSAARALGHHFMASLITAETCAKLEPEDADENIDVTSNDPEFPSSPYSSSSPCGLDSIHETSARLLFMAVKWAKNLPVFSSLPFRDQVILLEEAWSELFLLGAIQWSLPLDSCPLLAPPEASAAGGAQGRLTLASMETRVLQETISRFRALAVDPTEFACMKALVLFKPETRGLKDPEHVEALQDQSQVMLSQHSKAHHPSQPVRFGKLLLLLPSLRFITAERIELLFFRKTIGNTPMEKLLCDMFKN
#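 System: GST-tagged NR2E3 plus biotinylated RetCOR corepressor; Buffer or medium: pH 7.5 Tris-based buffer; Probe or stimulus: RetCOR corepressor, biotinylated, 7 nM; Doses: compound at 4.8 µM, single dose; Schedule: 5 h incubation at 4 °C; Technique: time-resolved FRET; Evaluation: percent inhibition of TR-FRET ratio; Replication: one well per compound, singlicate testing.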
# Exocytosis inh: lytic granule exocytosis inhibition; TALL-104 LAMP-1 surface exposure, flow cytometry; cells stimulated with thapsigargin and PMA; inhibition, % at 10 µM; actives 0.66% (n = 360,000);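 active = inhibition above about 55%, limit read from the data; inconclusive = no clear call, values can overlap the other calls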
# iPSC survival up: enhancers of human iPSC single-cell survival; hiPSC single-cell survival, ATPlite luminescence; 100% = ROCK inhibitor wells, 0% = DMSO; survival enhancement, % at 20 µM; actives 0.044% (n = 360,000); AID 602274; in the data active = survival enhancement above about 18%;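 also: cells exposed to compounds for 16 hours before the ATP read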
# PDI turbidity: blocks human protein disulfide isomerase activity. inhibition, % at 10 µM. P07237. actives 0.052% (n = 350,000). AID 588391. PDI insulin aggregation turbidity, A650, 90 min;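 active = mean inhibition across replicates of 30% or more, whatever share of single replicates reach that level; inconclusive = mean inhibition below 30% while every single replicate reaches 30%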;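 also: absorbance from insulin aggregation driven by PDI reduction with DTT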
# Target sequence (P07237 whole entry, looked up): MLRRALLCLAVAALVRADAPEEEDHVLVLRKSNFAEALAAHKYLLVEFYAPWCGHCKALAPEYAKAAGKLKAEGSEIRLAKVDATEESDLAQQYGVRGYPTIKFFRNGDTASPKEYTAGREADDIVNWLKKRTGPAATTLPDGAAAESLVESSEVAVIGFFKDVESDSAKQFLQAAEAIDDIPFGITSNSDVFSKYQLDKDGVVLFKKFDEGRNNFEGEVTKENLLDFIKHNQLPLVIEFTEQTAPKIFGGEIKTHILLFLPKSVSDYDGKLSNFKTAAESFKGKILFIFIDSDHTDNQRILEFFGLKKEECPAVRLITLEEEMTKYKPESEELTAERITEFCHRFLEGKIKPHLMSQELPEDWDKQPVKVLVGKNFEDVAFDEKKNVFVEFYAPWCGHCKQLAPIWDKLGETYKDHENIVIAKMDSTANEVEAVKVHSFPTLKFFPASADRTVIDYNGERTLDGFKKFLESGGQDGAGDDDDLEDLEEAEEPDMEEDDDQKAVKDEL
# aDG glyco up: increases alpha dystroglycan glycosylation; Pro5-aDG cells, alpha-DG glycosylation AlphaScreen (IIH6); 0% Pro5, 100% B10-LARGE cell signal; activation, % at 10 µM; actives 0.22% (n = 360,000); AID 624168;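 active = activation of at least 8% versus controls, or a plate z-score of at least 8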;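 also: Pro5 are CHO cells carrying HIG-tagged alpha-DG that lacks glycosylation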
# NR2E3 ag-2: activates human NR2E3 receptor | actives 0.35% (n = 360,000) | Q9Y5X4 | CHO-S Gal4-NCOR/VP16-NR2E3 two-hybrid, luciferase | AID 602229 | inhibition of corepressor binding, % at 3.98 µM;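 active = inhibition above the mean of all tested compounds plus 3 SD, cut at about 70% in these data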;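 also: 0% = DMSO with NR2E3 transfected cells and 100% = cells lacking NR2E3 construct; higher means lower luciferase signal from less NR2E3 corepressor binding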
# Peg3 prom inh: reduces Peg3 promoter-driven luciferase expression in HeLa; HeLa PEG-Prom luciferase reporter, luminescence, overnight; inhibition, % at 20 µM; actives 1.7% (n = 360,000); AID 588405;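 active = inhibition of at least 50% at 20 µM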
# HIF-2a inh: blocks HIF-2a reporter activity; inhibition, % at 18.8 µM; 786-0 RCC cells HIF-2a reporter, luciferase luminescence, overnight; actives 0.72% (n = 360,000);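 active = inhibition of the luminescence signal of 40% or more relative to plate controls, in a single-dose primary screen at 18.75 µM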
# CaV13 FRET inh: Disruptors of the CACNA1D IQ motif to Ca2+-dependent inactivation inhibitor domain association, primary screening, Förster resonance energy transfer in intact living … | AID 743397 | inhibition, % at 12.3 µM | actives 0.098% (n = 340,000) | HEK cells, CFP/YFP FRET ICDI-IQ, plate reader, 10 min; percent FRET-ratio fall versus neutral wells;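 active = mean replicate inhibition of at least 30% and at least 1% of replicates passing that level; inconclusive = only one of the two criteria is met; inactive = neither criterion is met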;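 also: 0% = median of the neutral control wells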
# TRPM1 prom inh: reduces MITF-dependent TRPM1 promoter luciferase signal | SK-MEL-5 TRPM1 promoter luciferase, 24 h | inhibition, % at 12.5 µM | actives 0.83% (n = 330,000) | AID 488899;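 active = mean inhibition across replicates of 60% or more, whatever share of single replicates reaches that level; inconclusive = some that reach 60%, reason not given; inactive = mean inhibition across replicates below 60%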; also: values of inactives mirror those of a sister screen read the other way
# * marks the source's active call; other numbers are inactive results; ? = inconclusive; nt = not tested or not shown. Not a hit list; 3.5% or so of the library scored in one or more.
# Each structure is followed by: Peg3 prom inh	iPSC survival up	NR2E3 ag-1	NR2E3 ag-2	aDG glyco up	Exocytosis inh	HIF-2a inh	TRPM1 prom inh	PDI turbidity	CaV13 FRET inh	Vif inh
- CCOC(=O)C[C@H]1c2ccccc2S(=O)(=O)N1Cc1ccc(Cl)cc1
→ 13	-1.3	-2	-2	0.7	-2	-8	9	1	-13	-6
- COCCCNC(=O)CCCOc1ccccc1
→ -6	0.6	1	-37	-0.1	-1	-25	-13	-1	-8	-8
- COc1ccc(NS(=O)(=O)c2ccc(C)c(C(=O)N3CCN(Cc4cc(OC)ccc4OC)CC3)c2)cc1
→ 4	0.6	nt	-10	0.1	0	13	7	1	-5	-3
- Cc1cc(C)nc(NC(=O)c2ccc(Cl)cc2[N+](=O)[O-])c1
→ 3	4.5	1	-12	-0.1	-1	15	13	2	-4	0
- COc1ncnc2c1N=C1CC(C)(C)CC(N)=C1S2
→ 12	-1.0	-7	-4	0.2	-4	-27	-1	9	-4	nt
- CN1CCN(c2ncnc3c2ncn3[C@H]2CN(Cc3ccc(C(=O)O)cc3)C[C@@H](CO)O2)CC1
→ -1	0.8	nt	-7	-0.2	4	0	nt	9	-13	-4
- CCCn1c(=O)c(C(=O)NCCc2ccccc2)c(O)c2ccccc21
→ -23	1.3	1	-24	-0.1	-2	-91	-15	-5	-8	-2
- O=C(O)/C=C/C(=O)Nc1ccc(SC(F)(F)C(F)(F)C(F)(F)F)cc1
→ 5	0.0	1	13	-0.2	-1	-21	-8	1	1	-1
- Cn1cc(Br)c(-c2cccc(NC(=O)CC(C)(C)CC(=O)O)c2)n1
→ 8	0.0	5	-47	0.0	-2	14	-10	2	-5	3
- COc1ccc(N2CCN(C(=O)c3ccccc3NS(=O)(=O)c3ccccc3)CC2)cc1
→ 5	-0.5	0	-7	-0.2	-2	-14	2	3	-2	-7
- COc1ccc(/C=C2\C(=O)NCC(=O)N2Cc2ccccc2)cc1
→ 2	2.2	1	7	-0.2	-3	10	9	2	nt	11
- COc1ccc(-c2[nH]ncc2CN(C)Cc2cc(C)[nH]n2)c(F)c1
→ 4	0.5	0	3	0.2	2	10	3	0	-4	11
- Brc1ccc(CNCCCSc2ncccn2)cc1
→ -8	1.6	5	-4	0.1	2	15	-1	-7	-2	-6
- O=C(N1CCOCC1)N(Cc1cccs1)C1CCCC1
→ 15	7.7	1	17	-0.1	?	16	0	-1	nt	-2
- Cn1ccc2c(N3CCCC3)cc3c(c21)C1CCC3O1 (configuration not stated)
→ -75	1.6	nt	1	0.2	2	-6	nt	nt	-5	nt
- O=c1c(/C=N/O)coc2ccc(Cl)cc12
→ -12	-0.5	-3	-34	0.0	-19	-7	1	8	-20	0
- CC1(Br)C(Sc2ccccc2[N+](=O)[O-])=Nc2ccccc21 (configuration not stated)
→ nt	-1.0	nt	-36	-0.3	72*	10	nt	nt	-12	nt
- CCOC(=O)c1c(-c2ccc(C)o2)csc1NC(=O)CSc1nnc(C)s1
→ 20	-0.5	3	-17	-0.4	96*	0	-16	-1	-5	-5
- COc1cccc(NC(=O)Cn2c(CCC(=O)O)ccc2-c2ccccc2)c1
→ 0	-4.4	4	-11	-0.3	6	0	0	8	-5	-2
- CC(=O)Nc1ccc(S(=O)(=O)N(C)CC(=O)OCC(=O)N2CCN(C(=O)c3ccco3)CC2)cc1
→ -1	1.1	-1	2	0.0	-4	5	-17	-1	-3	1
- O=C(NCc1ccco1)c1cc2nc(-c3cccs3)cc(C(F)(F)F)n2n1
→ -1	0.3	-2	-22	0.3	1	-36	-11	-4	-10	-8
- Cc1ccccc1NC(=O)c1cccc(S(=O)(=O)Nc2cccc(C(=O)O)c2)c1
→ 7	-0.3	2	1	-0.1	-3	17	-2	18	-3	-2
- CCOC(=O)c1csc(NC(=O)c2ccc(OC)c(OC)c2)n1
→ -3	-0.3	-1	-1	0.2	-8	-3	8	9	-9	0
- CC(C)CCOc1ccc(C(=O)C[N+]2(C)CCOCC2)cc1
→ 13	0.3	2	-3	0.2	-1	12	16	3	-5	5
- COc1cc(OC)c(S(=O)(=O)Nc2ccccc2C(=O)O)cc1S(=O)(=O)Nc1ccccc1C(=O)O
→ 4	-0.7	3	-7	-0.1	5	11	1	9	-19	17
- COc1ccc(N2C(=O)CC(N3CCN(c4ccc(S(C)(=O)=O)cc4)CC3)C2=O)cc1 (configuration not stated)
→ 13	6.8	-1	-7	-0.3	3	5	0	2	-3	3
- CC(=O)Nc1ccc(NC(=O)CN(c2ccc(F)cc2)S(=O)(=O)c2ccc3c(c2)OCCO3)cc1
→ 13	0.2	1	-1	0.0	0	10	-2	4	-5	15
- O=C(COC(=O)COc1ccccc1)NC1CCCC1
→ -5	1.2	3	-4	0.0	8	5	10	-20	-6	-2
- N#Cc1c(C(F)(F)F)cc(-c2cccs2)nc1SCC(=O)O
→ 6	0.2	-3	-14	0.0	0	18	-9	3	-11	0
- CCN1CCN(c2ccc(S(=O)(=O)N3CCCCC3)cc2NC(=O)c2ccc([N+](=O)[O-])s2)CC1
→ 64*	0.4	-2	0	0.2	7	27	85*	-2	-7	12

# Shown as a hit in Exocytosis inh (from the list above):
Compound	Peg3 prom inh	NR2E3 ag-1	NR2E3 ag-2	aDG glyco up	Exocytosis inh	HIF-2a inh	TRPM1 prom inh	PDI turbidity	CaV13 FRET inh	Vif inh
CC1(Br)C(Sc2ccccc2[N+](=O)[O-])=Nc2ccccc21 (configuration not stated)	nt	nt	-36	-0.3	72*	10	nt	nt	-12	nt
CCOC(=O)c1c(-c2ccc(C)o2)csc1NC(=O)CSc1nnc(C)s1	20	3	-17	-0.4	96*	0	-16	-1	-5	-5

# An excerpt from above, limited to aDG glyco up, PDI turbidity and TRPM1 prom inh:
smiles | aDG glyco up | PDI turbidity | TRPM1 prom inh
O=C(N1CCOCC1)N(Cc1cccs1)C1CCCC1 | -0.1 | -1 | 0
CCOC(=O)c1c(-c2ccc(C)o2)csc1NC(=O)CSc1nnc(C)s1 | -0.4 | -1 | -16
N#Cc1c(C(F)(F)F)cc(-c2cccs2)nc1SCC(=O)O | 0.0 | 3 | -9

# (list continues)
# Each structure is followed by: Peg3 prom inh	iPSC survival up	NR2E3 ag-1	NR2E3 ag-2	aDG glyco up	Exocytosis inh	HIF-2a inh	TRPM1 prom inh	PDI turbidity	CaV13 FRET inh	Vif inh
- Cc1ccc(S(=O)(=O)N2[C@@H](c3ccc(C(C)(C)C)cc3)C(C(=O)O)=CC[C@H]2c2cccc(Cl)c2)cc1
→ 10	-0.9	nt	84*	0.0	2	-7	0	-4	-5	4
- Cc1c(C(N)=O)sc2nc(-c3ccccc3)cn12
→ -217	-0.3	1	-46	0.1	0	-202	-41	-2	-4	-3
- COc1ccc(-c2ccc(/C=C3/C(=N)N4C=CSC4=NC3=O)o2)c([N+](=O)[O-])c1
→ -11	1.3	1	-32	0.1	4	-30	3	-4	-4	-15
- CC[C@]12c3[nH]c4cc(-c5ccco5)ccc4c3CCN1C(=O)[C@@H](CC(=O)NCCN1CCOCC1)C[C@@H]2C(=O)N1CCN(C(=O)c2ccco2)CC1
→ -5	-0.7	nt	-58	-0.2	-6	20	1	28	-8	-2
- COCCN(CC(=O)NCc1ccccc1)C(=O)CCC(=O)Nc1nccs1
→ 6	-2.5	4	-6	-0.1	0	18	-9	-3	-3	15
- COc1ccc(-c2nnc(SCC(=O)NCCc3ccc(S(N)(=O)=O)cc3)o2)cc1OC
→ 8	-0.1	2	2	0.1	-3	12	14	-1	-4	-2
- CS(=O)(=O)C1=NSC2=NC(=O)/C(=C\c3cccn3-c3ccc(Cl)cc3)C(=N)N21
→ 11	-0.3	2	-3	-0.1	2	17	3	-9	-6	-4
- COc1ccc(CNC(=O)c2nc(S(=O)(=O)Cc3ccccc3)ncc2Cl)cc1
→ 104*	-0.6	3	-18	0.5	-26	91*	67*	5	-3	-3
- O=C(COc1ccc(Cl)cc1Cl)N(Cc1ccco1)C1CCS(=O)(=O)C1 (configuration not stated)
→ -10	-0.1	-2	19	-0.1	1	1	-2	-2	-5	-3
- CCCc1[nH]n(-c2nc3ccccc3s2)c(=O)c1C=NCCCN(CC)CC
→ -27	1.7	-5	-35	0.0	-1	-108	-19	9	-3	-1
- CC(C)(C)OC(=O)[C@H](Cc1ccccc1)NC(=O)c1nc[nH]c1C(=O)NCc1ccccc1
→ 22	-2.2	-2	-18	-0.4	-6	13	2	0	-5	-4
- COc1ccc(C(=O)Nc2ccc(C(=O)N3CCCCC3)cc2)cc1OC
→ -52	-0.4	-3	-31	0.2	-10	-87	-16	-4	-4	14
- CCOC(=O)c1nn(-c2cccc(C)c2)cc1C(=O)c1ccccc1
→ -199	-3.3	3	-56	0.5	0	-190	-32	-5	-3	-7
- CCc1nc2ccc(C(=O)NCC3CCCCC3)cn2c1N(C)Cc1nccs1
→ 4	-2.0	nt	-30	0.1	3	-5	nt	-12	-12	1
- Cc1cc2nc(-c3nnnn3Cc3ccccc3)c(=O)[nH]c2cc1C
→ nt	0.7	nt	-9	-0.3	12	11	nt	nt	-8	nt
- CC(C)(C)C(=O)NCC12C=CC(O1)C1C(=O)N(c3ccccc3)C(=O)C12 (configuration not stated)
→ 24	0.1	3	15	1.6	64*	12	6	8	-8	1
- CC(O)[C@H]1CNC(=S)N1CCc1cccc(F)c1 (some centres not stated)
→ 7	-1.0	1	-23	-0.2	4	9	7	3	-12	nt
- O=C(c1ccc(CS(=O)Cc2ccccc2Cl)o1)N1CCN(c2ccccc2)CC1 (configuration not stated)
→ 10	-2.1	nt	11	0.2	6	12	nt	-1	-5	2
- CCOC(=O)Nc1ccc(C)cc1C
→ -1	1.2	0	11	0.7	1	-7	-7	-1	nt	-2
- C#CCOc1ccc(/C=C2\SC(=S)N(Cc3cccnc3)C2=O)cc1
→ -84	-1.4	0	22	0.7	7	12	-9	-7	-16	0
- O=C(Nc1cccc(-c2cccc(F)c2)c1)C1CCN(Cc2ccc(CO)o2)CC1
→ 20	-0.4	3	10	0.2	36	8	9	-4	-8	3
- COc1ccc(C(=O)CSc2nc(C)cc(=O)[nH]2)cc1C
→ -1	0.1	1	-9	0.2	7	-4	-8	5	-2	nt
